Compound activity deposited in PubChem BioAssay by several laboratories.
PhoP inhibition: inhibitors of PhoP regulon expression, primary screen, Salmonella Typhimurium, GFP reporter (AID 1863). S. Typhimurium PhoP-regulated promoter GFP reporter, 4 h; higher % means a stronger effect. one-dose inhibition, % at 50 µM; IC50 in µM for titrated hits. 300,000 tested, 0.16% active;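 active = inhibition over 29.93%, a cutoff 3 SD above the screen mean, later confirmed by dose response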;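 note: 0% = low Mg2+ inducing control and 100% = high Mg2+ repressing control; strong numbers were not always called active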
KOR beta-arrestin-1: KOR agonists, beta-arrestin recruitment, primary screen, cell-based, luminescence, uHTS (AID 1777); 280,000 tested, 0.02% active; Kappa-type opioid receptor (Homo sapiens); KOR beta-arrestin recruitment, luminescence; higher % means a stronger effect; activation, % at 10 µM, or EC50 in µM where a hit was titrated; in the data active = activation above about 50%, passing the limit was not always enough; note: a part of the inactive calls stands beside numbers as strong as those of hits
KOR beta-arrestin-2: KOR antagonists, beta-arrestin recruitment, cell-based, luminescence, uHTS (AID 1778) | Kappa-type opioid receptor (Homo sapiens) | 290,000 tested, 0.091% active | one-dose inhibition, % at 10 µM; IC50 in µM for titrated hits | KOR beta-arrestin recruitment, luminescence, antagonist mode; higher % means a stronger effect; in the data active = inhibition above about 50%; note: strong numbers were not always called active
T cell modulator: modulators of CD8 T cell-vesicle binding, primary screen, mouse 2C CD8+ T cells, flow cytometry; 2C CD8+ T cell-vesicle binding; stronger effect = lower value; calls only at 7 µM; 330,000 tested, 0.068% active; AID 2052, 2009;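 active = response, share of CD8 T cells binding vesicles, and their 90th percentile fluorescence all below set limits, cut at about 80% in these data, passing the limit was not always enough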
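Benchmarks: naked versus QL9-loaded vesicles / Assay system: purified 2C TCR transgenic mouse naive CD8+ T cells / Technique: high-throughput flow cytometry with anti-B7-1 and anti-CD8 staining / Timing: Cell–vesicle co-incubation 1.5 h at 37 °C, staining 20 min on ice / Read-out: percent CD8+ FL2 mean versus row control / Probe or stimulus: QL9-loaded Drosophila micro-vesicles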
NTR1 ag: agonists of NTR1, primary screen, imaging, U2OS cells, beta-arrestin-GFP, high content (AID 493036); Neurotensin receptor type 1 (Homo sapiens), P30989; NTR1-U2OS beta-arrestin-GFP spot imaging, agonist mode; activation, % at 20 µM; 330,000 tested, 0.17% active;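 active = activation at or above 40% of the spot to cytoplasm intensity ratio, with at least 20 cells analyzed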;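 note: 0% = DMSO without peptide and 100% = 100 nM NTR1 peptide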
Target sequence (P30989 whole entry, looked up): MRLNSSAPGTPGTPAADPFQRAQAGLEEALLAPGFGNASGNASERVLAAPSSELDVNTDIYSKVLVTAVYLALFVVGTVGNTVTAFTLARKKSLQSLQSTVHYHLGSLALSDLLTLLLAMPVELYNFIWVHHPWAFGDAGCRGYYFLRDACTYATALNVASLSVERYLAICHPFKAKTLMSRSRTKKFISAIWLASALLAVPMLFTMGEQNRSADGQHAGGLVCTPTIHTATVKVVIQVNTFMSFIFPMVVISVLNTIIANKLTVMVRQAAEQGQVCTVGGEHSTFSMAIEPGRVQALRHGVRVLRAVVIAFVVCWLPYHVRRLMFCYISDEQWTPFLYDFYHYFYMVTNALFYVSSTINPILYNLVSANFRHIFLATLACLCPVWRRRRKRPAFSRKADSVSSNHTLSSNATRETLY
GPR55 activation: GPR55 agonists via beta-arrestin recruitment, primary screen, imaging, U2OS cells, beta-arrestin-GFP redistribution (AID 1961) | U2OS GPR55 beta-arrestin-GFP redistribution imaging; higher % means a stronger effect | G-protein coupled receptor 55 (Homo sapiens) | 290,000 tested, 0.048% active | one-dose activation, % at 10 µM; EC50 in µM for titrated hits;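 active = activation above 40% with more than 50 cells counted in the well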;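 note: U2OS osteosarcoma cells stably expressing GPR55 and beta-arrestin-GFP; plate controls were DMSO negative control for no effect and LPI positive control for full effect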
GPR35 arrestin U2OS: GPR35 antagonists blocking zaprinast-driven arrestin recruitment, primary screen, imaging, U2OS, beta-arrestin-GFP, zaprinast agonist (AID 2058). G-protein coupled receptor 35 (Homo sapiens). U2OS GPR35 beta-arrestin-GFP translocation imaging, zaprinast antagonism; higher % means a stronger effect. inhibition, % at 10 µM, or IC50 in µM where a hit was titrated. 290,000 tested, 0.052% active;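 active = inhibition of at least 50% with at least 30 cells and total cytoplasm GFP at most 10,000,000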
West Nile virus CPE: West Nile virus antiviral activity, cell-based, CPE readout (AID 1621); West Nile virus-infected cells, CPE inhibition; higher % means a stronger effect; one-dose CPE inhibition, % at 10 µM; IC50 in µM for titrated hits; 290,000 tested, 0.02% active; in the data active = a potency from the dose series; note: strong numbers were not always called active
GPR55 antagonists: GPR55 antagonists blocking LPI-driven arrestin recruitment, primary screen, imaging, U2OS, beta-arrestin-GFP, LPI agonist (AID 2013); 290,000 tested, 0.13% active; inhibition, % at 10 µM, or IC50 in µM where a hit was titrated; U2OS GPR55 beta-arrestin-GFP translocation imaging, LPI antagonism; higher % means a stronger effect; G-protein coupled receptor 55 (Homo sapiens);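 active = spots per cell inhibited over 60%, with over 100 cells counted and total cytoplasm intensity under 500,000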;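 note: U2OS cells stably carrying GPR55 and arrestin-GFP stimulated by 5 µM LPI near EC80; imaged beta-arrestin-GFP aggregate spots per cell after agonist stimulation; plate controls were LPI-stimulated DMSO wells for no effect and DMSO wells without LPI for full effect; some results filed as inactive read as strong as hits; confirmed hits need IC50 under 10 µM and bright autofluorescent wells are also inconclusive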
T cell modulator vesicle-bound %: recorded beside T cell modulator, whose call it bears; double positive events, %; measured here: CD8+ vesicle-bound cell fraction;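 binding gate set so that unloaded-vesicle control wells show 10% double positive cells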
NTR1 ag cell count 20 µM: second read-out of NTR1 ag, no call of its own (marks repeat the call); cell count; measured here: cell count, cytotoxicity flag
The depositor's hits bear a star; i = inactive; x = not tested or not shown; [ ] = dose if it differs, or a comment.

Every second line gives: PhoP inhibition	KOR beta-arrestin-1	KOR beta-arrestin-2	T cell modulator	T cell modulator vesicle-bound %	NTR1 ag	NTR1 ag cell count 20 µM	GPR55 activation	GPR35 arrestin U2OS	West Nile virus CPE	GPR55 antagonists
- Cc1ccc(S(=O)(=O)CCc2nnc(NC(=O)C3CCCO3)s2)cc1 (centres undefined)
  10%	-6.7%	5%	i	50	-1.0	49	0.2%	0%	0.2%	3%
- Cc1ccc(C)n1-n1c(C)nc2scc(-c3cccs3)c2c1=O
  2%	9.1%	34%	i	48	3.9	49	0.6%	2%	-0.1%	11%
- COc1cccc(CN2CCN(CCCc3ccccc3)C(CCO)C2)c1OC (centres undefined)
  0%	-7.3%	-17%[20 µM]	i	60	0.6	61	-0.4%	14%	-0.9%	-6%
- CCn1nc(C)c(CN2CCCCC2C(=O)Nc2ccc(Oc3cccnc3)cc2)c1C (centres undefined)
  7%	8.7%	-19%	i	35	0.2	50	-0.1%	-2%	-1.1%	-8%
- CNc1ccc2nnc(C(F)(F)C(F)(F)C(F)(F)F)n2n1
  0%	-0.6%	9%[20 µM]	i	38	-0.7	37	0.0%	12%	-0.4%	-19%
- CC(C)c1nc(SCC(=O)NC2CCCC2)c2ccccc2n1
  8%	-0.5%	-15%	i	30	0.5	45	-0.3%	-6%	-0.9%	15%
- COc1ccc(NC(=O)CC(C)=O)c(OC)c1
  0%	-1.3%	23%	x	x	0.7	79	1.2%	54%	0.0%	0%
- CCCCC(c1nnnn1CS(=O)(=O)c1ccc(C)cc1)N1CCN(c2ccccc2)CC1 (centres undefined)
  10%	-1.2%	26%	i	51	-3.1	87	-0.2%	-1%	x	15%
- O=C(NCCc1ccc2c(c1)OCCO2)c1ccccc1F
  16%	-0.6%	19%	i	46	-0.2	62	-0.3%	9%	-0.1%	3%
- CCN(CC)c1ccc(/C=N/n2c(=S)[nH]nc(C)c2=O)cc1
  0%	0.3%	-12%	i	26	0.2	33	1.2%	1%	0.5%	14%
- Cc1nonc1NC(=O)CSc1nnc(N)s1
  -4%	-1.6%	-1%	i	30	0.1	41	-0.2%	8%	0.5%	-6%
- COc1ccc(S(=O)(=O)C(C#N)c2nc3ccccc3nc2N2CCCC(C)C2)cc1 (centres undefined)
  -23%	1.8%	20%	i	31	-1.3	31	-0.1%	-26%	0.7%	-5%
- CC(=O)Nc1cccc(C(=O)N(Cc2ccccc2)Cc2ccccc2)c1
  -1%	4.2%	4%	i	61	0.5	66	-0.2%	5%	-1.0%	-2%
- O=S(=O)(Nc1cc(F)ccc1F)c1cccc2nonc12
  -2%	11%	1%	i	55	2.2	51	0.0%	7%	-0.7%	0%
- CCCn1c(SCC(=O)Nc2cc(Cl)ccc2Cl)n[nH]c1=O
  3%	-1.0%	9%	i	29	4.5	44	0.5%	3%	0.0%	7%
- Cc1ccc2oc(=O)n(CCCOc3ccccc3C)c2c1
  2%	-3.1%	-3%	i	23	5.7	82	-0.1%	-1%	-1.8%	14%
- CC(C)OC(=O)CC(=O)CSc1nc2c(cc1C#N)CCCC2
  -8%	-4.7%	29%	i	14	9.7	97	0.0%	-8%	0.1%	-9%
- COc1ccc(C2=NOC3(CC(=O)N(c4ccc(Cl)cc4)C3=O)C2)c(OC)c1 (centres undefined)
  -1%	1.7%	14%	i	60	-0.1	65	-0.1%	0%	0.1%	3%
- O=C(Nc1ccccc1C(=O)N1CCOCC1)C1COc2ccccc2O1 (centres undefined)
  -10%	2.4%	-63%	i	44	0.0	64	0.8%	2%	-0.3%	-2%
- O=C(NC1CCCCC1)C(c1ccco1)N(C(=O)C(F)(F)F)C1CC1 (centres undefined)
  8%	3.3%	-6%	i	66	1.2	76	-0.1%	-5%	-0.3%	-2%

Looked up above:
`O=C(Nc1ccccc1C(=O)N1CCOCC1)C1COc2ccccc2O1` (centres undefined) – NTR1 ag = 0.0
`CC(C)c1nc(SCC(=O)NC2CCCC2)c2ccccc2n1` – KOR beta-arrestin-1 = -0.5%
`COc1ccc(S(=O)(=O)C(C#N)c2nc3ccccc3nc2N2CCCC(C)C2)cc1` (centres undefined) – KOR beta-arrestin-1 = 1.8%
`CCCCC(c1nnnn1CS(=O)(=O)c1ccc(C)cc1)N1CCN(c2ccccc2)CC1` (centres undefined) – NTR1 ag cell count 20 µM = 87
`O=S(=O)(Nc1cc(F)ccc1F)c1cccc2nonc12` – T cell modulator vesicle-bound % = 55
`Cc1ccc(S(=O)(=O)CCc2nnc(NC(=O)C3CCCO3)s2)cc1` (centres undefined) – GPR55 antagonists = 3%

Returning to the listing, repeating the two entries before the break.
Every second line gives: PhoP inhibition	KOR beta-arrestin-1	KOR beta-arrestin-2	T cell modulator	T cell modulator vesicle-bound %	NTR1 ag	NTR1 ag cell count 20 µM	GPR55 activation	GPR35 arrestin U2OS	West Nile virus CPE	GPR55 antagonists
- O=C(Nc1ccccc1C(=O)N1CCOCC1)C1COc2ccccc2O1 (centres undefined)
  -10%	2.4%	-63%	i	44	0.0	64	0.8%	2%	-0.3%	-2%
- O=C(NC1CCCCC1)C(c1ccco1)N(C(=O)C(F)(F)F)C1CC1 (centres undefined)
  8%	3.3%	-6%	i	66	1.2	76	-0.1%	-5%	-0.3%	-2%
- NCCNc1ccc([N+](=O)[O-])c(NC2CC2)c1
  19%	8.7%	-8%	i	43	-1.0	82	-0.8%	-10%	-0.2%	9%
- CCN(CCNC(=O)CC1Oc2ccccc2NC1=O)c1ccccc1 (centres undefined)
  8%	-3.5%	28%	i	39	-2.4	78	-0.1%	10%	-1.0%	10%
- COc1ccc(NC(=S)Nn2cnnc2)cc1OC
  -9%	-6.7%	22%[20 µM]	i	26	0.6	45	-0.1%	-10%	0.6%	-8%
- CC12CCC(C(=O)NCc3ccc4c(c3)OCO4)(OC1=O)C2(C)C (centres undefined)
  2%	9.8%	-5%	i	57	0.1	59	0.2%	6%	0.7%	29%
- CS(=O)(=O)N(CC(=O)N1CCCCC1)c1cccc(F)c1
  -3%	x	-30%[20 µM]	i	46	3.3	46	0.0%	-1%	0.3%	5%
- Cc1nn(C)c(C)c1CCC(=O)N1CCCC(C(=O)c2cccc(OC(C)C)c2)C1 (centres undefined)
  1%	-4.4%	-2%	i	18	1.3	54	0.2%	-8%	-0.5%	18%
- CN(C)CCCNC(=O)c1cc(C(=O)Cc2ccccc2)c[nH]1
  -8%	-6.9%	17%[20 µM]	i	2	-0.2	41	-0.1%	-1%	0.2%	10%
- C(=N\N1CCN(C2c3ccccc3-c3ccccc32)CC1)/c1ccncc1
  12%	7.8%	-1%	i	15	15	55	0.1%	1%	-0.3%	0%
- CC(C)(C)NC(=O)CSc1nc2cccnc2n1C1CCCCC1
  5%	-1.9%	11%	i	60	0.5	71	-0.1%	-1%	-0.9%	-3%
- CCOc1ccc(-n2c(SCC(=O)Nc3ccc4c(c3)OCCO4)nc3c(c2=O)SCC3)cc1
  1%	-0.9%	32%	i	18	2.1	76	12%	-13%	0.1%	22%
- O=C(COc1cc(Cl)c(Cl)cc1Cl)Nc1ccncc1
  6%	8.1%	-27%	i	13	2.9	89	0.3%	3%	-0.6%	-21%
- COc1ccccc1-c1nn(Cc2ccccc2)cc1/C=C/C(=O)O
  -10%	2.1%	13%	i	28	0.8	42	-0.2%	1%	0.5%	0%
- CCCn1c(C(C)Nc2nc(-c3ccc(Cl)c([N+](=O)[O-])c3)cs2)nc2ccccc21 (centres undefined)
  -7%	0.3%	-44%[20 µM]	i	22	14	86	-0.3%	-5%	-1.2%	2%
- S=C(Nc1ccc(Nc2ccccc2)cc1)NN1CCOCC1
  -8%	-5.3%	22%	i	24	0.4	48	0.4%	30%	-0.7%	-2%
- COc1ccccc1CNC(=O)CCCn1c(=O)c2ccccc2n(CC(=O)NC2CCCC2)c1=O
  -5%	2.2%	8%	i	48	-0.8	42	-0.1%	9%	-0.4%	2%
- Cc1cc(/C=C(\C#N)C(=O)NCc2ccco2)c(C)n1-c1ccc(C(=O)O)cc1
  8%	x	-29%[20 µM]	i	52	-1.1	12	0.2%	-3%	-0.1%	4%
- Cc1ccc(CCNC(=O)CS(=O)Cc2nc(-c3cccs3)oc2C)cc1 (centres undefined)
  1%	4.9%	3%	i	51	1.5	42	-0.2%	-16%	-0.3%	-4%
- CCC(=O)Nc1ccc2nc(C)n(Cc3ccccc3Cl)c(=O)c2c1
  9%	-8.1%	22%	i	27	-1.6	52	0.2%	14%	-0.4%	-2%
- Cc1ccc(NC(=O)COC(=O)c2cc(Cl)ccc2[N+](=O)[O-])cc1
  3%	7.1%	10%	i	37	0.4	67	0.5%	-7%	0.3%	-19%
- CCCc1ccc(OCC(O)CN2CCN(c3ccccc3)CC2)cc1 (centres undefined)
  15%	-5.3%	-18%	i	37	1.3	64	-1.0%	-6%	-0.9%	-1%
- Cc1ccc(N2C(=O)C3C4C=CC(CNC(=S)Nc5cccc(Cl)c5)(O4)C3C2=O)cc1 (centres undefined)
  -2%	3.3%	-17%	i	53	0.6	57	0.2%	-8%	-1.6%	8%
- Cc1nc2ccc(S(=O)(=O)NC(C(=O)NCc3ccco3)C(C)C)cc2s1 (centres undefined)
  11%	-1.5%	20%	i	39	2.4	52	-0.2%	-6%	-0.3%	6%
- CSc1ncccc1C(=O)OCC(=O)Nc1ccc(S(=O)(=O)N2CCCC2)cc1
  0%	4.7%	12%	i	12	1.4	40	0.9%	-6%	-0.8%	-3%

Just GPR35 arrestin U2OS and KOR beta-arrestin-1 (two entries from above):
molecule	GPR35 arrestin U2OS	KOR beta-arrestin-1
CCOc1ccc(-n2c(SCC(=O)Nc3ccc4c(c3)OCCO4)nc3c(c2=O)SCC3)cc1	-13%	-0.9%
O=C(COc1cc(Cl)c(Cl)cc1Cl)Nc1ccncc1	3%	8.1%
